USP2a inh: USP2a (human) protease inhibition; O75604; USP2 core, Ub-CHOP2 coupled fluorogenic reporter, 485/531; Potency, µM (highest dose often 38.3 µM), for inactives: at the top dose activity change, negative = inhibition, most hits filed as inhibitors; hit rate 0.01% among 330,000; AID 463254;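 also: potency is read from the fitted curve at half-maximal effect; plate controls were DMSO wells for no effect and full inhibition by NEM control for full effect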
Target sequence (O75604 whole entry, looked up): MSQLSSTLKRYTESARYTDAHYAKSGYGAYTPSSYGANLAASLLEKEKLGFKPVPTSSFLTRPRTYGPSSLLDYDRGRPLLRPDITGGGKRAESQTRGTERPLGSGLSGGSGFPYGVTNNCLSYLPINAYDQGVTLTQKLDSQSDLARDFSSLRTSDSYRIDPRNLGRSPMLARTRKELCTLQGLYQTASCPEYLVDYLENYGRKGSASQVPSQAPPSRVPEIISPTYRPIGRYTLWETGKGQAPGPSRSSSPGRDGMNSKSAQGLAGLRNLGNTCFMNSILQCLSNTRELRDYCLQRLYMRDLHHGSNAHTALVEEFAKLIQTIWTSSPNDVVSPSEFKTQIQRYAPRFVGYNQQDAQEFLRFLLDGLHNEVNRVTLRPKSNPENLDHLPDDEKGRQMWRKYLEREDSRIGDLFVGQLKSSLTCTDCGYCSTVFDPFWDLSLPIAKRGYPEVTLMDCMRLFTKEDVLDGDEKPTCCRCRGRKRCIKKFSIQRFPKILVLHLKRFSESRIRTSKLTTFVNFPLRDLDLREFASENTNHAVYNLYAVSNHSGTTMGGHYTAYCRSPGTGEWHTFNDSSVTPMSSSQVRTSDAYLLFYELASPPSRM
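Deubiquitinase activity read as fluorescence (485/531 nm) after Ub-CHOP2 cleavage activates the enterokinase reporter on its substrate; USP2 core 10nM, Ub-CHOP2 and substrate 25nM each, 30min compound preincubation then 60min RT; data normalized to NEM, curves fitted.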
Menin MLL FP TR: displaces Texas Red mutant MLL peptide from human menin. O00255. Menin + Texas Red MLL mutant peptide, fluorescence polarization. Potency, µM (titrated, usually from 61.6 µM), for the others: at the highest dose FP activity change, negative = inhibition, hits mostly inhibitors. hit rate 0.23% among 270,000. AID 1768; active = well fitted inhibition curve with a large enough effect in the polarisation, with a control signal flat, not every such curve was filed as active; inconclusive = small, poorly fitted or top-dose-only effect, or effect the other way, or a change in a side signal; inactive = no such curve, though single readings can be large or run the other way; the % refers to the polarisation; also: potency is read from the fitted curve at half-maximal effect; % of control where 0% means no effect; many of its hits are not listed in these tables
TSHR antagonist: human thyrotropin receptor antagonism. TSHR-expressing cells, TSH-stimulated cAMP HTRF, 2 h; hits give low values. activity change, negative = inhibition, % at 11.5 µM. hit rate 0.2% among 330,000. AID 504810;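 active = activity change below a set negative limit, meaning inhibition stronger than a set level, cut at about -70% in these data; inconclusive = activity change between two set negative limits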; also: % is scaled to controls: 0 for no effect and ±100 for the full control effect
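Freshly harvested TSHR cells receive pin-tooled compound, then EC80 TSH at 4nM final. After 2 hours at 37 deg C, antibody in lysis buffer and cAMP-d2 are added; 30 minutes at ambient temperature precede the HTRF read.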
S-ASM inh: blocks human secretory acid sphingomyelinase; AID 504937; P17405; Potency, µM (titrated, usually from 57.5 µM), without a hit: at the highest dose activity change, negative = inhibition, usual class: inhibitors; hit rate 0.006% among 340,000; placental ASM, HMU-PC fluorogenic substrate, 60 min; also: potency is read from the fitted curve at half-maximal effect
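Fluorescence read-out (Ex 386 nm, Em 447 nm) after stopping the reaction at pH 10. Enzyme: ASM from human placenta; substrate HMU-PC0, 9 uM final; 60 min, 37 °C. Compound preincubation 10 min, ambient temperature.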
GALK inhibitor: galactokinase (human) inhibition. Purified GALK, Kinase-Glo residual ATP luminescence. Potency, µM (series often up to 57.5 µM), for inactives: at the top dose activity change, negative = inhibition, most hits filed as inhibitors. AID 1868. P51570. hit rate 0.007% among 270,000; also: potency is read from the fitted curve at half-maximal effect; % is scaled to controls: 0 for no effect and ±100 for the full control effect
Target sequence (P51570 whole entry, looked up): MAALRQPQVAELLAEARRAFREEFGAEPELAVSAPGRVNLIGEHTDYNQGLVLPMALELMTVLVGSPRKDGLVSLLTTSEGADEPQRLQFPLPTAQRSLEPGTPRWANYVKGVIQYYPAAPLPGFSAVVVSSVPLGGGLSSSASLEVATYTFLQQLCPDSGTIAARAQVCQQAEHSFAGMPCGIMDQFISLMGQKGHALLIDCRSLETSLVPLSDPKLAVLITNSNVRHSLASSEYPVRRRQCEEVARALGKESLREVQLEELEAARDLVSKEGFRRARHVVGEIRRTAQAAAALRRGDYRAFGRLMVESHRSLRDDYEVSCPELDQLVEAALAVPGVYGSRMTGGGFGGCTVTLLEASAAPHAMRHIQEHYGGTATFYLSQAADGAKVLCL
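Kinase-Glo Plus luminescence measured ATP left after a 1 h room-temperature reaction. The reaction used 5 nM GALK, 100 uM galactose and 35 uM ATP at pH 8.0 (20 mM HEPES, 5 mM MgCl2, 60 mM NaCl, 1 mM DTT, 0.01% BSA).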
MBNL1-CUG inh: blocks human MBNL1 binding to CUG repeat RNA. TR-FRET MBNL1-His/biotin-(CUG)12 binding, 665/545 ratio. Potency, µM (top dose mostly 57.5 µM), for the others: at the highest dose activity change, negative = inhibition, most hits filed as inhibitors. hit rate 0.036% among 280,000. AID 2675; active = well fitted inhibition curve with a large enough effect in the signal ratio, with a control signal flat, not every such curve was filed as active; inconclusive = small, poorly fitted or top-dose-only effect, or effect the other way, or a change in a side signal; inactive = no such curve, though single readings can be large or run the other way; the % refers to the signal ratio; also: potency is read from the fitted curve at half-maximal effect; % is scaled to controls: 0 for no effect and ±100 for the full control effect
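His-tagged MBNL1 binding to biotinylated (CUG)12 RNA was measured by TR-FRET using terbium anti-His antibody (0.055 ng/ul final) and streptavidin-XL665 (5 nM final). Compounds were titrated 92 nM to 58 uM; 60 min at room temperature.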
hERG WT inh: KCNH2 (human, wildtype) channel inhibition | Q12809 | U2OS, BacMam KCNH2, thallium flux FluxOr; hits give low values | activity change, % at 1.84 µM | hit rate 0.37% among 340,000;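 active = maximum activity change below -70%; inconclusive = maximum activity change between -70% and -50%; inactive = maximum activity change above -50%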; also: % is scaled to controls: 0 for no effect and ±100 for the full control effect
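U2OS cells transduced with wild-type KCNH2 virus are loaded with FluxOr dye for 45 min, and thallium flux is measured in kinetic reads before and after stimulation buffer. Rate constants are normalized to DMSO controls.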
Eya2 inh: blocks the phosphatase activity of human Eya2. O00167. recombinant Eya2, OMFP fluorescence dephosphorylation (OMFP is methylfluorescein phosphate). Potency, µM (top dose mostly 76.9 µM), for inactives: at the highest dose activity, negative = inhibition, usual class: inhibitors. hit rate 0.006% among 330,000. AID 488837; also: potency is read from the fitted curve at half-maximal effect; % is scaled to controls: 0 for no effect and ±100 for the full control effect
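Eya2 (0.2 uM) preincubated 10 min at ambient with compound, then OMFP substrate added at 50 uM; 10 min reaction in 50 mM HEPES pH 7.5, 50 mM NaCl, 5 uM MgCl2, 0.05% BSA, 1 mM DTT. Fluorescence read at Ex 485/Em 525 nm.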
Chronic BCR inh: chronic active BCR signaling inhibition | hit rate 0.05% among 340,000 | ABC-DLBCL IkBa-CBG/CBR reporter, luminescence ratio, 4 h | AID 493014 | Potency, µM (doses to about 46.1 µM), without a hit: at the highest dose ratio change, negative = lower green/red ratio, most hits filed as inhibitors; active = well fitted inhibition curve with a large enough effect in the signal ratio, with a control signal flat, not every such curve was filed as active; inconclusive = small, poorly fitted or top-dose-only effect, or effect the other way, or a change in a side signal; the % refers to the signal ratio;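 also: potency is read from the fitted curve at half-maximal effect; plate controls were basal doxycycline-induced cells for no effect and cells given 10 µM MG132 for full effect; MG132 reads +100%, hits lower the ratio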
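Concentration-response series (up to 46 uM) were applied to TMD8 dual-reporter cells for 4 h at 37C with doxycycline. Green/red ratio, after filter-overlap correction, defined %Activity; red signal alone was normalised to basal cells and zero luminescence.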
Mito fusion act: inhibitors of mitochondrial division or activators of mitochondrial fusion. S. cerevisiae fusion-defective mutant growth rescue, CellTiterGlo 48 h. AID 485298. hit rate 0.23% among 320,000. Potency, µM (series often up to 46.1 µM), for inactives: top-dose growth rescue (activation), hits mostly activators;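 also: potency is read from the fitted curve at half-maximal effect; % of control where 0% means no effect; nearly all actives have a fitted effect of over 45% in size; temperature-sensitive fusion mutants such as fzo1-1 at 37 °C on non-fermentable ethanol glycerol medium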
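Luminescent cell viability in 1536-well qHTS format served as the measure of rescued growth in ts fusion-mutant S. cerevisiae cultured on non-fermentable YPEG for 48 hours at 37C.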
PKM2 activator: increases activity of human pyruvate kinase M2; P14618; AID 1631; Potency, µM (highest dose often 57.5 µM), for inactives: top-dose activation, actives largely listed as activators; purified PKM2, Kinase-Glo ATP luminescence, activation; response scale: 0% is enzyme alone, no compound; hit rate 0.34% among 260,000; also: potency is read from the fitted curve at half-maximal effect; % is scaled to controls: 0 for no effect and ±100 for the full control effect; nearly all actives have a fitted effect of over 55% in size
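ATP formation by purified human PK-M2, quantified via coupled luciferase luminescence after 1 h at room temperature with 0.1 mM ADP and 0.5 mM PEP final.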
* = called active by the depositor; ? = inconclusive; nt = not tested or not shown; [ ] = remark or other dose. Unless noted, calls follow the shape of the dose curve; as a rule, active = well fitted curve in the direction sought with a large enough effect; inconclusive = small, poorly fitted or top-dose-only effect, or another doubt; inactive = no such curve, though single readings can be large; an effect the other way counts as inactive or inconclusive. Not all compounds are listed; count on the stated rates, not on these rows.

Results follow in this order: USP2a inh	Menin MLL FP TR	TSHR antagonist	S-ASM inh	GALK inhibitor	MBNL1-CUG inh	hERG WT inh	Eya2 inh	Chronic BCR inh	Mito fusion act	PKM2 activator
> COc1cccc(CNC(=O)CSc2nnc3c(n2)[nH]c2ccc(F)cc23)c1
 : 3%	?	1	-2%	0%	-1%	-5	2%	9%	0%	-9%
> COC(=O)c1ccc(CN(Cc2ccc(C(=O)OC)o2)C(C)(C)C)o1
 : 0%	12%	15	5%	0%	3%	5	-8%	18%	0%	7%
> CCc1cccc(NC(=O)C2CCCN2S(=O)(=O)c2ccccc2C(F)(F)F)c1 (stereo unspecified)
 : -3%	nt	0	-5%	nt	nt	4	-18%	?	11%	nt
> CCCNC(=S)NNC(=O)c1cccs1
 : -1%	16%	-11	10%	1%	-1%	5	1%	8%	0%	-2%
> CCOc1ccc(N2CC(C(=O)NCc3ccco3)CC2=O)cc1 (stereo unspecified)
 : 1%	5%	-11	1%	0%	-3%	2	-3%	7%	2%	0%
> COc1cc(OC)c2c(-c3ccccc3)cc(=O)oc2c1C(CCN1CCCC1)c1ccc2c(c1)OCO2 (stereo unspecified)
 : 2%	-10%	-2	-5%	3%	3%	-82*	-2%	-7%	22%	4%
> CCc1nc2ccc(C(=O)NCc3ccccc3)cc2nc1CC
 : 3%	-9%	-5	-1%	8%	23%	nt	17%	5%	6%	3%
> O=C(c1cccs1)c1no[n+]([O-])c1C(=O)c1cccs1
 : 2%	17%	15	-10%	-5%	-1%	-1	-23%	2%	-1%	0%
> Cn1c(C(=O)N2CCN(c3cccc(C(F)(F)F)c3)CC2)cc2sccc21
 : -2%	0%	-19	-17%	-3%	-7%	-5	2%	?	-16%	-1%
> CN(c1ccccc1)S(=O)(=O)c1cccc(C(=O)Nc2ccc(N3CCOCC3)cc2)c1
 : 0%	nt	-22	-3%	nt	nt	5	-2%	-1%	3%	nt
> Cc1cccc(C2Nc3ccccc3C(=O)N2c2ccccc2)n1 (stereo unspecified)
 : -2%	0%	0	201%[activator]	0%	-5%	-4	4%	?	3%	22%
> CNC(=O)CS(=O)CC(=O)Nc1cc(OCCOC)c(Cl)cc1Cl (stereo unspecified)
 : 3%	-2%	6	1%	2%	2%	-3	12%	0%	2%	-1%
> O=C(O)c1cc(=O)[nH]c2ccc(S(=O)(=O)Nc3ccc(F)cc3)cc12
 : 0%	-22%	10	8%	4%	5%	4	-3%	9%	21%	nt
> COC(=O)C1C(=O)C=C(Nc2ccc(F)cc2F)CC1c1ccccc1 (stereo unspecified)
 : 2%	-4%	-6	nt	1%	nt	-3	8%	-12%	-8%	0%
> Cc1ccc([N+](=O)[O-])cc1NC(=O)CSc1nncn1-c1ccccn1
 : -1%	-4%	6	0%	-2%	8%	3	-12%	-13%	3%	-8%
> CC1(OC(=O)C2CCCC2)C(=O)C=C2C=C(c3ccsc3)N(CCCCO)C=C2C1=O (stereo unspecified)
 : -2%	-13%[11.7 µM]	-1	33%	4%	?	6	-7%	4%	-12%	-6%[11.5 µM]
> Cc1ccc(OCCOCCOc2cccc3cccnc23)c(Br)c1
 : 0%	-5%	12	-4%	nt	10%[11.5 µM]	-4	-3%	-1%	?	0%
> Cc1ccc(N(Cc2ccccc2)C(=O)Cc2ccc(S(=O)(=O)N3CCOCC3)s2)cc1
 : 2%	nt	-3	-1%	nt	nt	5	2%	?	20%	nt
> COc1ccc(-c2nnc3ccc(SCC(=O)NCC4CCCO4)nn23)cc1 (stereo unspecified)
 : 0%	5%	1	4%	0%	26%	7	-23%	-1%	-10%	-1%
> COc1ccccc1N1CCN(/N=C(\C)c2ccc(O)cc2)CC1
 : 0%	8%	19	1%	-3%	3%	0	4%	5%	0%	-7%
> Cc1nnc(Sc2cc(NCCO)c([N+](=O)[O-])c3nonc23)s1
 : 2%	13%	-50	-4%	-2%	nt	0	3%	?	-2%	20%
> COc1ccc2ncc(S(=O)(=O)c3ccccc3)c(N3CCN(c4ccccc4)CC3)c2c1
 : 0%	-2%	-4	-9%	1%	nt	0	1%	1%	18%	-7%
> COc1cc(C2C(C(=O)Nc3ccc(F)cc3)=C(C)Nc3nc(CCCO)nn32)cc(OC)c1OC (stereo unspecified)
 : -1%	5%	-5	5%	2%	-16%	2	3%	?	-1%	-1%
> COc1ccccc1/C=C/c1nc(C#N)c(N(C)C)o1
 : 0%	-1%	13	nt	-1%	13%	-7	-7%	?	-1%	2%[11.5 µM]
> COc1ccc(OC)c(S(=O)(=O)N2CCCCCC2)c1
 : 5%	-1%	-6	1%	0%	10%	6	-3%	0%	0%	5%
> CC(NC(=O)c1cc2cc(Br)ccc2oc1=N)c1ccccc1 (stereo unspecified)
 : 1%	13%	3	-1%	-3%	19%	-4	-2%	2%	-1%	-1%
> Cc1ccc(C(=O)NCC(=O)NC2CCCCCC2)cc1
 : 1%	-2%	-5	-4%	-2%	2%	13	7%	6%	1%	6%[11.5 µM]
> COc1cc(/C=N/n2c(C3CCCCC3)n[nH]c2=S)ccc1O
 : 0%	2%	-7	9%	4%	-1%	-9	-6%	-13%	-19%	nt
> Cc1ccc(S(=O)(=O)N2CCCC2C(=O)NC2=NCCS2)cc1 (stereo unspecified)
 : 0%	-10%	-4	-1%	0%	-5%	-1	-7%	4%	-5%	2%
> CCOc1ccc(NC(=O)CCNS(=O)(=O)c2cccc3nsnc23)cc1
 : -12%	-10%	-6	-13%	-4%	?	21	0%	4%	3%	-5%
> CC(C)=CCC/C(C)=C/CNC(=O)CC1C[C@H](C(=O)N2CCCCC2)[C@@]2(C)c3[nH]c4ccccc4c3CCN2C1=O (stereo partly specified)
 : 3%	nt	-10	3%	nt	nt	0	-28%	2%	nt	nt
> CN(Cc1nc(C(c2ccccc2)c2ccccc2)no1)CC1COCCO1 (stereo unspecified)
 : 2%	19%	-10	3%	2%	5%	6	3%	?	4%	-25%
> CCOC(=O)CCC(NC(=O)c1ccccc1C(=O)NC(CCC(=O)OCC)C(=O)OCC)C(=O)OCC (stereo unspecified)
 : 3%	-2%	-2	4%	0%	nt	-5	14%	1%	-4%	6%
> CC1(C)C2CCC(C2)C1(C)NC(=O)CNC1CCCCC1 (stereo unspecified)
 : 3%	-14%	4	1%	10%	3%	9	1%	-2%	-1%	nt
> Cc1nn(-c2ccccc2)c(C)c1C(=O)NCc1cccs1
 : 3%	0%	4	2%	0%	-2%	-4	3%	3%	0%	-2%
> CN(CC1COc2ccccc2O1)C(=O)CSc1ncccn1 (stereo unspecified)
 : 2%	nt	-8	2%	nt	nt	-6	3%	-1%	nt	nt
> O=C(Nc1ccn(Cc2ccccc2F)n1)c1ccc(COc2cc(Cl)ccc2Cl)o1
 : 3%	-2%	-23	-1%	nt	-6%	-23	-3%	?	-2%	1%

Bioassay records (PubChem BioAssay)
